BioA inh: inhibitors of Mycobacterium tuberculosis BioA enzyme; inhibition, % at 9.99 µM; hit rate 0.096% among 360,000; purified M. tuberculosis BioA enzyme, plate reader; AID 602481; in the data active means inhibition above about 40%
Starred values were filed as active, the others as inactive. Not all compounds are listed. The share of hits here may be higher or lower than overall.

> COc1ccccc1NC(=O)N[C@H]1CC[C@H](CCNS(=O)(=O)c2ccc(Cl)cc2)O[C@H]1CO
  BioA inh: 2.7
> Cc1cccc(-c2ccc([C@@H]3[C@@H](CO)N4CCCCN(S(=O)(=O)c5cccc(C)c5)C[C@@H]34)cc2)c1
  BioA inh: -5.5
> CCNC(=O)Nc1ccc2c(c1)C(=O)N(C)[C@@H]1CC[C@@H](CC(=O)N[C@H](C)c3ccccc3)O[C@H]1CO2
  BioA inh: -0.2
> CO[C@@H]1CN(C)C(=O)c2ccc(NC(=O)C3CC3)cc2OC[C@H](C)N(C(=O)c2ccccc2)C[C@@H]1C
  BioA inh: 0.1
> Cc1ccc(S(=O)(=O)N(C)C[C@@H]2OCCCC[C@@H](C)Oc3ccc(NS(=O)(=O)c4c(C)noc4C)cc3C(=O)N([C@@H](C)CO)C[C@H]2C)cc1
  BioA inh: -1.1
> O=C(Nc1ccc2c(c1)[C@@H]1C[C@H](CC(=O)N3CCc4ccccc4C3)O[C@@H](CO)[C@@H]1O2)NC1CCCC1
  BioA inh: 1.3
> COc1cccc(S(=O)(=O)N2C[C@H](O)COC[C@H]3O[C@H](CC(=O)N4CCOCC4)CC[C@@H]32)c1
  BioA inh: -0.8
> COc1ccc(S(=O)(=O)N2CCCCN3[C@H](C2)[C@H](c2ccc(C4=CCCCC4)cc2)[C@@H]3CO)cc1
  BioA inh: 0.6
> CCCNC(=O)N[C@H]1CC[C@H](CC(=O)N2CCN(C)CC2)O[C@@H]1CO
  BioA inh: -2.2
> CNC[C@H]1OCCCC[C@H](C)Oc2ccc(NC(=O)NC(C)C)cc2C(=O)N([C@@H](C)CO)C[C@@H]1C
  BioA inh: -0.2

> Cc1ccc(S(=O)(=O)Nc2cccc3c2O[C@@H](CN(C)CC2CCCCC2)[C@@H](C)CN([C@H](C)CO)C3=O)cc1
  BioA inh: 0.5
> O=C(C[C@@H]1C=C[C@@H](NC(=O)c2ccccn2)[C@@H](CO)O1)NCc1cccc(F)c1
  BioA inh: 0.7
> CCCNC(=O)C[C@H]1CC[C@@H]2[C@H](COC[C@@H](O)CN2C(=O)c2ccccn2)O1
  BioA inh: -1.8
> C[C@H](CO)N1C[C@H](C)[C@H](CN(C)C(=O)Nc2ccc(C(F)(F)F)cc2)Oc2ccc(NC(=O)Nc3ccccc3)cc2CC1=O
  BioA inh: -2.7
> C[C@@H]1CN([C@H](C)CO)C(=O)c2cc(NS(=O)(=O)c3ccc(Cl)cc3)ccc2O[C@H]1CN(C)Cc1ccc2c(c1)OCO2
  BioA inh: -0.8
> C[C@@H]1CCCCO[C@@H](CN(C)CC2CCCCC2)[C@H](C)CN([C@H](C)CO)C(=O)c2cc(NC(=O)Cc3ccccc3)ccc2O1
  BioA inh: 1.3
> COc1ccccc1C#Cc1ccc2c(c1)O[C@H](CN(C)C)[C@H](C)CN([C@H](C)CO)S2(=O)=O
  BioA inh: 1.6
> Cc1ccc(S(=O)(=O)N(C)C[C@H]2Oc3cc(-c4cccc(F)c4)ccc3S(=O)(=O)N([C@H](C)CO)C[C@H]2C)cc1
  BioA inh: -2.0
> C[C@@H]1CN([C@@H](C)CO)S(=O)(=O)c2ccc(C#C[C@@H](C)O)cc2O[C@H]1CN(C)Cc1ccncc1
  BioA inh: -0.9
> COc1cccc(-c2cnc3c(c2)C(=O)N([C@H](C)CO)C[C@H](C)[C@H](CN(C)C(=O)NC2CCCCC2)O3)c1
  BioA inh: 1.6

> C[C@@H]1CCCCO[C@@H](CN(C)C(=O)c2ccccc2)[C@@H](C)CN([C@@H](C)CO)C(=O)c2cc(NC(=O)Nc3cccc4ccccc34)ccc2O1
  BioA inh: -3.9
> O=C(Nc1ccc(F)cc1)N[C@@H]1C=C[C@@H](CC(=O)N2CCOCC2)O[C@@H]1CO
  BioA inh: 1.6
> CCC(=O)Nc1ccc2c(c1)OC[C@H](C)N(Cc1ccccc1F)C[C@@H](C)[C@H](OC)CN(C)C2=O
  BioA inh: -0.6
> CC(C)NC(=O)N(C)C[C@@H]1Oc2ncc(C#CC3CCCCC3)cc2C(=O)N([C@@H](C)CO)C[C@H]1C
  BioA inh: 0.0
> CCOC(=O)N(C)C[C@H]1OCc2cn(nn2)CCCC(=O)N([C@@H](C)CO)C[C@H]1C
  BioA inh: 0.1
> C[C@@H]1CN([C@@H](C)CO)C(=O)c2c(c3ccccc3n2C)-c2ccccc2CO[C@@H]1CN(C)C(=O)[C@H]1CCCN1C
  BioA inh: -1.1
> O=C(c1ccncc1)N1C[C@@H]2[C@H](c3ccccc31)[C@H](CO)N2C(=O)c1ccncc1
  BioA inh: -1.2
> COc1ccc(C#Cc2ccc([C@H]3[C@H]4CN(C(=O)Nc5ccccc5)CCCCN4[C@H]3CO)cc2)cc1
  BioA inh: -3.1
> CO[C@@H]1CN(C)C(=O)c2cc(NC(C)=O)ccc2OC[C@@H](C)N(C(=O)c2cnccn2)C[C@H]1C
  BioA inh: -1.2
> CCCC#Cc1cnc2c(c1)C(=O)N([C@@H](C)CO)C[C@H](C)[C@@H](CN(C)C(=O)Nc1ccccc1OC)O2
  BioA inh: -0.4

Filtered by structure, the entries above containing a halogen (seven)
> COc1ccccc1NC(=O)N[C@H]1CC[C@H](CCNS(=O)(=O)c2ccc(Cl)cc2)O[C@H]1CO
  BioA inh: 2.7
> O=C(C[C@@H]1C=C[C@@H](NC(=O)c2ccccn2)[C@@H](CO)O1)NCc1cccc(F)c1
  BioA inh: 0.7
> C[C@H](CO)N1C[C@H](C)[C@H](CN(C)C(=O)Nc2ccc(C(F)(F)F)cc2)Oc2ccc(NC(=O)Nc3ccccc3)cc2CC1=O
  BioA inh: -2.7
> C[C@@H]1CN([C@H](C)CO)C(=O)c2cc(NS(=O)(=O)c3ccc(Cl)cc3)ccc2O[C@H]1CN(C)Cc1ccc2c(c1)OCO2
  BioA inh: -0.8
> Cc1ccc(S(=O)(=O)N(C)C[C@H]2Oc3cc(-c4cccc(F)c4)ccc3S(=O)(=O)N([C@H](C)CO)C[C@H]2C)cc1
  BioA inh: -2.0
> O=C(Nc1ccc(F)cc1)N[C@@H]1C=C[C@@H](CC(=O)N2CCOCC2)O[C@@H]1CO
  BioA inh: 1.6
> CCC(=O)Nc1ccc2c(c1)OC[C@H](C)N(Cc1ccccc1F)C[C@@H](C)[C@H](OC)CN(C)C2=O
  BioA inh: -0.6

(more compounds)
Structure	BioA inh
CN1CCN(C(=O)C[C@@H]2CC[C@@H]3[C@H](COC[C@H](O)CN3Cc3cccc(Cl)c3)O2)CC1	1.0
Cc1noc(C)c1NC(=O)NCC[C@H]1CC[C@H](NC(=O)Cc2cccnc2)[C@@H](CO)O1	1.1
CCCC(=O)Nc1ccc2c(c1)OC[C@@H](C)N(C(=O)c1cccnc1)C[C@@H](C)[C@H](OC)CN(C)C2=O	-5.1
CCCNC(=O)C[C@@H]1C[C@H]2c3cc(NS(=O)(=O)c4ccccc4)ccc3O[C@H]2[C@H](CO)O1	-1.8
CCNC(=O)C[C@H]1C=C[C@H](NS(=O)(=O)c2ccc(F)cc2)[C@@H](CO)O1	-2.0
C[C@@H]1CN([C@@H](C)CO)C(=O)c2cc(-c3ccncc3)cnc2O[C@H]1CN(C)C(=O)C1CCOCC1	0.0
C[C@@H]1CN([C@H](C)CO)C(=O)c2cc(NC(=O)NC3CCCCC3)ccc2O[C@@H](C)CCCCO[C@@H]1CN(C)C(=O)C1CCCCC1	-1.4
C[C@@H]1CN([C@@H](C)CO)C(=O)c2cccc(NC(=O)C3CCCCC3)c2O[C@H]1CN(C)Cc1ccccc1	-2.8
O=C(C[C@@H]1CC[C@H]2[C@@H](COC[C@H](O)CN2Cc2ccc(Cl)cc2)O1)NCc1ccccc1Cl	1.2
CCCN1C[C@@H](C)[C@@H](OC)CN(C)C(=O)c2ccc(NC(=O)Nc3ccccc3F)cc2OC[C@H]1C	0.9
COc1ccccc1CNC(=O)C[C@H]1CC[C@@H](NC(=O)CN(C)C)[C@@H](CO)O1	0.2
COCCN(C[C@@H]1N[C@@H](CO)[C@H]1c1ccc(-c2ccccc2)cc1)C(C)=O	-2.1
C[C@H](CO)N1C[C@H](C)[C@@H](CN(C)Cc2ccccc2)Oc2c(NC(=O)NC3CCCCC3)cccc2C1=O	2.0
CO[C@H]1CN(C)C(=O)c2ccc(NC(=O)C3CCC3)cc2OC[C@@H](C)N(Cc2ccccn2)C[C@H]1C	1.8
OC[C@H]1[C@H](c2ccc(-c3cccc(F)c3)cc2)[C@H]2CN(Cc3cncnc3)CCCCN21	4.7
C[C@H](CO)N1C[C@H](C)[C@H](CN(C)Cc2ccc(-c3ccccc3)cc2)Oc2ccc(NC(=O)Nc3ccccc3)cc2C1=O	-4.7
COc1ccc(S(=O)(=O)Nc2ccc3c(c2)CC(=O)N([C@@H](C)CO)C[C@H](C)[C@H](CN(C)C(=O)NC(C)C)O3)cc1	1.0
C[C@H]1CN([C@@H](C)CO)C(=O)c2cc(NC(=O)Nc3ccc(C(F)(F)F)cc3)ccc2O[C@@H]1CN(C)S(=O)(=O)c1ccc(Cl)cc1	-1.8
O=C(C[C@H]1C=C[C@@H](NC(=O)C2CC2)[C@@H](CO)O1)NCC1CC1	-1.6
O=C(C[C@H]1CC[C@@H]2[C@H](COC[C@H](O)CN2C(=O)c2cccnc2)O1)NCc1ccc(-c2ccccc2)cc1	-1.3
CO[C@@H]1CN(C)C(=O)c2ccc(NS(C)(=O)=O)cc2OC[C@@H](C)N(Cc2nccs2)C[C@@H]1C	0.1
CN(C)c1ccc2c(c1)[C@H]1C[C@@H](CC(=O)NCc3cccc(F)c3)O[C@@H](CO)[C@H]1O2	-0.9
COc1ccccc1C(=O)Nc1ccc2c(c1)C(=O)N(C)C[C@H](OC)[C@@H](C)CN[C@@H](C)CO2	-1.7
O=C([C@H]1[C@H](CO)[C@H]2Cn3c(ccc(-c4cccnc4)c3=O)[C@@H]1N2Cc1ccncc1)N1CCOCC1	-1.9
COc1ccc(NC(=O)N(C)C[C@@H]2Oc3c(NC(=O)c4ccncc4)cccc3C(=O)N([C@H](C)CO)C[C@H]2C)cc1	-1.8
C[C@H](NC(=O)C[C@H]1CC[C@H]2[C@@H](COC[C@@H](O)CN2C(=O)Nc2cc(Cl)cc(Cl)c2)O1)c1ccccc1	-0.6
C[C@@H]1CN([C@H](C)CO)C(=O)c2cc(NC(=O)Cc3ccccc3)ccc2O[C@@H]1CN(C)S(=O)(=O)c1ccc(F)cc1	-2.1
COc1ccccc1NC(=O)N[C@@H]1CC[C@@H](CCn2cc(-c3ccccc3)nn2)O[C@H]1CO	-1.5
CCC(=O)N[C@H]1CC[C@H](CC(=O)OC)O[C@H]1CO	-1.6
CCCC(=O)Nc1ccc2c(c1)C(=O)N(C)C[C@@H](OC)[C@@H](C)CN(C(=O)c1cccnc1)[C@H](C)CO2	-1.2
C[C@@H]1CCCCO[C@@H](CN(C)CC2CCCCC2)[C@H](C)CN([C@H](C)CO)C(=O)c2cc(NC(=O)Nc3cccc4ccccc34)ccc2O1	-4.3
CC(C)NC(=O)N1[C@H](CO)[C@@H]2c3ccccc3N(C(=O)C3CC3)C[C@@H]21	-2.9
Cc1cccc(S(=O)(=O)N2C[C@H](O)COC[C@@H]3O[C@@H](CC(=O)Nc4ccccc4)CC[C@H]32)c1	3.3
C[C@H]1CN([C@@H](C)CO)C(=O)c2cc(NC(=O)Cc3ccccc3)ccc2O[C@H]1CN(C)C(=O)Nc1ccc(F)cc1	-2.5
COc1ccc(NC(=O)N(C)C[C@@H]2Oc3cc(-c4ccncc4)ccc3S(=O)(=O)N([C@@H](C)CO)C[C@@H]2C)cc1	-1.6
Cc1cccc(S(=O)(=O)N2CC[C@@H]3[C@H](CO)N(C)c4ccc(C#Cc5ccc(F)cc5)cc4[C@@H]32)c1	1.5
C[C@H](NC(=O)C[C@@H]1C[C@H]2c3cc(NC(=O)Nc4ccc(C(F)(F)F)cc4)ccc3O[C@H]2[C@@H](CO)O1)c1ccccc1	-1.2
O=C(CCN1CCCCC1)NCC[C@@H]1CC[C@@H](NC(=O)Nc2ccc(Cl)cc2)[C@H](CO)O1	2.1
C[C@H]1CN([C@@H](C)CO)C(=O)c2cc(C#Cc3cccnc3)cnc2O[C@H]1CN(C)C	3.1
CN1CCCCN2[C@H](C1)[C@H](c1ccc(Br)cc1)[C@@H]2CO	-2.7
C[C@@H]1CN([C@H](C)CO)C(=O)c2cc(-c3ccc(F)cc3)cnc2O[C@H]1CN(C)C(=O)c1cccnc1	-0.2
C[C@@H]1CN([C@@H](C)CO)C(=O)c2cccc(NS(C)(=O)=O)c2O[C@H]1CN(C)Cc1ccc(-c2ccccc2)cc1	2.0
C[C@H](CO)N1C[C@H](C)[C@H](CN(C)Cc2ccc(C(=O)O)cc2)OCCCC[C@H](C)Oc2ccc(NC(=O)NC3CCCCC3)cc2C1=O	-2.4
CC(C)(C)[S@](=O)N1Cc2cc(C(=O)N3CCCCC3)nc(-c3cccc(-c4cccc(C#N)c4)c3)c2[C@@H]1CCO	1.2
Cc1ccc(S(=O)(=O)Nc2cccc3c2O[C@H](CN(C)Cc2ccc(C(F)(F)F)cc2)[C@H](C)CN([C@H](C)CO)C3=O)cc1	0.4
C[C@@H]1CN([C@H](C)CO)C(=O)c2cc(NC(=O)Cc3cn(C)c4ccccc34)ccc2O[C@@H]1CN(C)Cc1ccc2c(c1)OCO2	0.6
Cc1ccc(S(=O)(=O)N[C@@H]2CC[C@@H](CCNC(=O)c3ccccc3F)O[C@@H]2CO)cc1	-0.6
CO[C@H]1CN(C)C(=O)c2cc(NC(=O)C3CCOCC3)ccc2OC[C@@H](C)NC[C@@H]1C	-4.6
CO[C@@H]1CN(C)C(=O)c2ccc(NS(C)(=O)=O)cc2OC[C@H](C)N(C(=O)C2CC2)C[C@H]1C	-1.8
O=C(C[C@@H]1C[C@H]2c3cc(NC(=O)c4ccc5c(c4)OCO5)ccc3O[C@H]2[C@@H](CO)O1)NCc1ccc(Cl)cc1	-0.3
C[C@@H]1CN([C@@H](C)CO)C(=O)Cc2cc(NC(=O)Nc3ccc(C(F)(F)F)cc3)ccc2O[C@@H]1CN(C)Cc1ccc(Cl)c(Cl)c1	-0.2
O=C(NCC[C@@H]1CC[C@@H](NS(=O)(=O)c2cccc(Cl)c2)[C@@H](CO)O1)c1cnccn1	1.2
C/C=C/c1ccc([C@@H]2[C@H]3CN(CCC(F)(F)F)CCCCN3[C@H]2CO)cc1	1.9

Screening results deposited in PubChem by Broad Institute.
